iPSC survival up: enhancers of single-cell hiPSC survival, primary screen, ATPlite luminescence; survival enhancement, % at 20 µM; 0.044% of 360,000 active; AID 602274, 2012; 100% = ROCK inhibitor wells, 0% = DMSO; in the data active means survival enhancement above about 18%;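 further: cells exposed to compounds for 16 hours before the ATP read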
MITF TRPM1 inh: inhibitors of MITF-dependent TRPM1 promoter reporter, primary screen, cell-based, SK-MEL-5, single point, luciferase; SK-MEL-5 TRPM1 promoter luciferase, 24 h; inhibition, % at 12.5 µM; AID 488899, 2010; 0.83% of 330,000 active;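 active means mean inhibition across replicates of 60% or more, whatever share of single replicates reaches that level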; further: values of inactives mirror those of a sister screen read the other way
KKLEB tox: cytotoxicity in KKLEB CF airway cells, primary screen, cytotoxicity control for CF NF-kB inhibitor project, cell-based, uHTS, fluorescence assay plates; KKLEB CF airway cells viability, ATPlite luminescence, overnight; hits give low values; cells stimulated with P. aeruginosa culture filtrate; activity change (cytotoxicity), % at 5 µM; 0.36% of 360,000 active; AID 602141, 2011;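 active means corrected activity change at or below -50% at 5 µM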
NR2E3 ag-1: NR2E3 agonists in two-hybrid cells, primary screen, cell-based, luminescence, CHO-S, Gal4-NCOR/VP16-NR2E3; luciferase; inhibition of corepressor binding, % at 3.98 µM; 0.35% of 360,000 active; AID 602229, 2012;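 active means inhibition above the mean of all tested compounds plus 3 SD, cut at about 70% in these data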;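 further: 0% = DMSO with NR2E3 transfected cells and 100% = cells lacking NR2E3 construct; higher means lower luciferase signal from less NR2E3 corepressor binding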
Target sequence (Q9Y5X4 whole entry, looked up, the tested form may be a part): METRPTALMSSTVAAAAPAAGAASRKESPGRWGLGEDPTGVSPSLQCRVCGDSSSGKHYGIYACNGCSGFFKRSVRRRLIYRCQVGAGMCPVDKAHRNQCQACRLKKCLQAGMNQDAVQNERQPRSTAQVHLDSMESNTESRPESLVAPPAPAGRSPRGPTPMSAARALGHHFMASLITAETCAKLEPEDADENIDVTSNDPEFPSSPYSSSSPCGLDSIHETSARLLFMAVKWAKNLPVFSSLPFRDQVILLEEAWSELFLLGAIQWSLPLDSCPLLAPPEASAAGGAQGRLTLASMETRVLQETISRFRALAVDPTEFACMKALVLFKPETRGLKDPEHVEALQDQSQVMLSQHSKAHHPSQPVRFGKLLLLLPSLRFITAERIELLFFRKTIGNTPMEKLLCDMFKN
HIF-2a block: HIF-2a reporter inhibitors, primary screen, luminescence, 786-0 RCC cells; 786-0 RCC cells HIF-2a reporter, luciferase luminescence, overnight; inhibition, % at 18.8 µM; 0.72% of 360,000 active; AID 624352, 2012;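 active means inhibition of the luminescence signal of 40% or more relative to plate controls, in a single-dose primary screen at 18.75 µM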
TWEAK-Fn14 inh: inhibitors of TWEAK-Fn14 signaling, primary screen, luciferase reporter cells, uHTS | inhibition, % at 10 µM | TWEAK-stimulated Fn14 reporter cells, luciferase luminescence, 8 h | 2% of 360,000 active | AID 1159606, 2016; in the data active means inhibition above about 50%
CF NFkB block: inhibitors of PAF-induced NF-kB signaling, primary screen, cell-based, GFP fluorescence, uHTS; KKLEB NF-kB-GFP reporter, GFP fluorescence overnight; inhibition, % at 5 µM; 0.86% of 360,000 active;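 active means at least 50% inhibition at 5 µM, scaled per plate between neutral and stimulator controls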;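 further: PAF is a Pseudomonas aeruginosa culture filtrate used as stimulus; plate controls were PAF-stimulated DMSO wells for no effect and unstimulated DMSO wells for full effect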
Shn3 inh set2: reduction of Shn3 3'UTR firefly luciferase signal, primary screen, Schnurri-3 inhibitor project, cell-based, Clone20 osteoblasts, set 2; 0.52% of 360,000 active; AID 588674, 2011; inhibition, % at 12.5 µM; Clone20 osteoblast Shn3 3'UTR firefly luciferase, 24 h;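 active means mean inhibition of at least 75% with every replicate also reaching 75%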;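 further: 0% = median of neutral control wells and 100% = pilot-screen positive control compound; some compounds past the cut are filed as inactive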
NR2E3 ag-2: inhibitors of NR2E3-RetCOR corepressor binding, primary screen, NR2E3 agonist project, biochemical, TR-FRET, GST-NR2E3, biotin-RetCOR; Photoreceptor-specific nuclear receptor (Homo sapiens), Q9Y5X4; 1536-well; inhibition of corepressor binding, % at 4.78 µM; 0.12% of 320,000 active; AID 2300, 2010;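 active means percent inhibition above the cutoff of mean plus 3 SD of all tested compounds, set per screening campaign, cut at about 20% in these data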;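 further: 0% = DMSO wells and 100% = biotin wells as full block of FRET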
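Material: NR2E3–RetCOR corepressor complex / Incubation: Compound–protein incubation for 5 h at 4 °C / Dosing: compound at 4.8 µM, single dose / Detection: time-resolved FRET / Benchmarks: high control biotin, low control 0.6% DMSO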
Peg3 prom inh: Peg3 promoter-driven luciferase inhibitors, primary screen, cell-based, HeLa, luciferase luminescence; inhibition, % at 20 µM; HeLa PEG-Prom luciferase reporter, overnight; 1.7% of 360,000 active; AID 588405, 2011;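 active means inhibition of at least 50% at 20 µM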
aDG glyco act: activators of alpha-DG glycosylation, primary screen, uHTS, Pro5-aDG cells, AlphaScreen. alpha-DG glycosylation AlphaScreen (IIH6); 0% Pro5, 100% B10-LARGE cell signal. activation, % at 10 µM. 0.22% of 360,000 active. AID 624168, 2012;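 active means activation of at least 8% versus controls, or a plate z-score of at least 8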;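 further: Pro5 are CHO cells carrying HIG-tagged alpha-DG that lacks glycosylation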
* marks the source's active call; other numbers are inactive results; nt = not tested or not shown.

(1) CCN(CC)CCn1c2c(c(SCC(=O)Nc3nccs3)nc1=O)CCCC2
(2) CC(=O)Nc1ccc(C(F)(F)F)cc1Cl
(3) COC(=O)C1CC(c2c(OC)cc(OC)cc2OC)=NO1 (stereo not given)
(4) Cc1cc(C)c(C(=O)OCC(=O)NCc2cccs2)c(C)c1
(5) Cc1cc[n+](CC[n+]2ccc(C)cc2)cc1
(6) COc1ccc2cc(OCC(=O)NNC(=O)Nc3ccc(C(C)=O)cc3)ccc2c1
(7) CC1CCN(C(=O)CSc2nc(N)c(NC(=O)c3ccccc3)c(=O)[nH]2)CC1
(8) CC(C)(C)N=C1NC(=NC(C)(C)C)c2ccccc21
(9) COc1cnc(-c2ccccn2)nc1Oc1ccc(F)cc1F
(10) O=[N+]([O-])c1cc2oc3c(c2c(C=NCc2ccccc2)c1O)CCCC3
Assay by compound | 1 | 2 | 3 | 4 | 5 | 6 | 7 | 8 | 9 | 10
iPSC survival up | 0.2 | -0.7 | -2.9 | -0.7 | 1.4 | 0.8 | -0.3 | -1.3 | 1.2 | -0.9
MITF TRPM1 inh | -14 | 1 | -9 | -3 | 12 | -40 | 6 | -3 | -12 | 14
KKLEB tox | 5 | 12 | 2 | -1 | 2 | -13 | -5 | -9 | 5 | 20
NR2E3 ag-1 | 1 | -13 | -13 | -10 | -21 | -62 | 17 | -9 | 44 | -4
HIF-2a block | 8 | 12 | 20 | -19 | 6 | -140 | 9 | -11 | -182 | 20
TWEAK-Fn14 inh | 14 | -2 | -7 | -32 | 2 | -24 | -8 | 53* | -39 | 31
CF NFkB block | 0 | -2 | -5 | -4 | -7 | -2 | 0 | -6 | -39 | 24
Shn3 inh set2 | 1 | 7 | 0 | 0 | 5 | -24 | -2 | -3 | -15 | 59
NR2E3 ag-2 | 3 | 0 | -2 | 1 | 3 | -1 | 4 | 8 | 4 | 2
Peg3 prom inh | 6 | 10 | 4 | -27 | -3 | -99 | 23 | 10 | -124 | 11
aDG glyco act | 0.3 | -0.1 | 0.1 | 0.4 | 0.0 | 0.0 | 0.0 | -0.2 | 2.1 | 0.4

(11) CCOC(=O)N1CCN(C(=O)C2CCN(C(=O)c3cc4sccc4n3CC)CC2)CC1
(12) Cc1ccc(-c2nnn(CC(=O)N(CC3CCCO3)C(C(=O)NCC3CCCO3)c3ccc(F)cc3)n2)o1 (stereo not given)
(13) CCOc1cccc(/C=C/c2ccc3cccc(O)c3n2)c1OC
(14) COc1c(C)cc(Br)cc1C(=O)Nc1ccccc1C
(15) CN(C)CCNC(=O)c1ccc(Cl)s1
(16) COc1ccc(N2Cc3cccc(C(=O)O)c3C2=O)cc1
(17) OCC1CCCN(C(=S)NCCc2ccccc2)C1 (stereo not given)
(18) CC1(c2ccc(Cl)cc2)NC(=O)N(CC(=O)N2CCc3ccccc32)C1=O (stereo not given)
(19) Cc1noc(C)c1S(=O)(=O)N(C)C[C@H]1Oc2c(NC(=O)NC(C)C)cccc2C(=O)N([C@H](C)CO)C[C@@H]1C
(20) CC(=O)N1CCN(Cc2nc3cc(NC(=O)c4ccccc4Cl)ccc3n2C)CC1
Assay by compound | 11 | 12 | 13 | 14 | 15 | 16 | 17 | 18 | 19 | 20
iPSC survival up | 0.4 | -0.4 | -0.3 | -0.3 | -1.7 | 1.2 | -1.4 | -2.0 | -1.4 | 0.0
MITF TRPM1 inh | -3 | 7 | -8 | -6 | 7 | 0 | -75 | 13 | -8 | 12
KKLEB tox | 8 | 5 | 1 | -1 | -7 | -2 | 0 | 3 | -3 | 11
NR2E3 ag-1 | -7 | -21 | -124 | 5 | 10 | -41 | -79 | 32 | 4 | -16
HIF-2a block | 19 | 17 | -331 | -28 | 13 | -7 | -164 | 12 | 6 | 10
TWEAK-Fn14 inh | 0 | -12 | 44 | -13 | 9 | 16 | -14 | -7 | -4 | 13
CF NFkB block | -18 | -16 | -53 | 14 | 21 | 2 | 3 | 0 | -7 | -15
Shn3 inh set2 | -4 | 11 | 1 | 10 | -11 | 2 | -44 | -11 | -9 | 13
NR2E3 ag-2 | 5 | -1 | 2 | 0 | 1 | 4 | -4 | nt | nt | 0
Peg3 prom inh | 24 | 5 | -18 | -27 | 10 | -7 | -148 | 3 | 7 | 5
aDG glyco act | 0.0 | 0.0 | -0.3 | 0.0 | -0.1 | -0.3 | 0.0 | -0.2 | -0.2 | -0.1

(21) O=C(CCNC(=O)c1ccc([N+](=O)[O-])cc1)Nc1cc(Cl)ccc1N1CCOCC1
(22) CCNC(=S)N1CCN(S(=O)(=O)c2ccc(Cl)s2)CC1
(23) C=CCn1c(CNS(=O)(=O)c2ccc(Cl)cc2)n[nH]c1=S
(24) Cc1ncoc1C(=O)N1CCc2c([nH]c3ccccc23)C1C(C)(C)C (stereo not given)
(25) O=C(NCc1ccc(Cl)cc1)C1CCCN(S(=O)(=O)c2cnc[nH]2)C1 (stereo not given)
(26) C[C@@H]([C@@H](O)c1ccccc1)N(C)C(=O)C(N)Cc1ccccc1 (stereo not given in full)
(27) O=C(OCc1cccc([N+](=O)[O-])c1)c1cnccn1
(28) O=c1ccc(S(=O)(=O)N2CCCC2)cn1Cc1nc(-c2ccccc2)no1
(29) Cc1cccc(OCC(=O)NNS(=O)(=O)c2ccccc2F)c1
(30) CCC(=O)N1CCc2cc(S(=O)(=O)NC(C(=O)NCc3ccc(C)cc3)C(C)C)ccc21 (stereo not given)
Assay by compound | 21 | 22 | 23 | 24 | 25 | 26 | 27 | 28 | 29 | 30
iPSC survival up | 0.5 | -4.1 | 0.3 | 0.3 | -0.3 | 1.8 | -2.2 | -0.5 | -0.3 | 1.6
MITF TRPM1 inh | 12 | 1 | -2 | nt | 2 | -9 | 1 | -7 | 12 | 15
KKLEB tox | -9 | -20 | 6 | 2 | -2 | -6 | -10 | -5 | -7 | -12
NR2E3 ag-1 | 10 | 3 | -25 | -20 | -10 | 0 | -30 | 1 | -17 | -25
HIF-2a block | -6 | 17 | 5 | -7 | 4 | 2 | 12 | 7 | 11 | 12
TWEAK-Fn14 inh | 7 | 15 | 5 | -10 | -12 | 9 | -10 | -6 | 38 | -16
CF NFkB block | -20 | 23 | -15 | -11 | -8 | 20 | -3 | 10 | 17 | 2
Shn3 inh set2 | 1 | 14 | -27 | 11 | -7 | -3 | 11 | -5 | 11 | -2
NR2E3 ag-2 | 0 | nt | 1 | -4 | -1 | 3 | -2 | 1 | 5 | 4
Peg3 prom inh | -3 | 10 | 9 | -15 | 15 | -17 | 5 | 6 | -8 | 12
aDG glyco act | 0.0 | -0.4 | -0.1 | -0.1 | -0.2 | -0.3 | -0.2 | -0.1 | 0.0 | -0.3

Rewritten with tabs: 2 of the compounds above.
entry	Molecule	iPSC survival up	MITF TRPM1 inh	KKLEB tox	NR2E3 ag-1	HIF-2a block	TWEAK-Fn14 inh	CF NFkB block	Shn3 inh set2	NR2E3 ag-2	Peg3 prom inh	aDG glyco act
6	COc1ccc2cc(OCC(=O)NNC(=O)Nc3ccc(C(C)=O)cc3)ccc2c1	0.8	-40	-13	-62	-140	-24	-2	-24	-1	-99	0.0
7	CC1CCN(C(=O)CSc2nc(N)c(NC(=O)c3ccccc3)c(=O)[nH]2)CC1	-0.3	6	-5	17	9	-8	0	-2	4	23	0.0

(continued)
(31) O=C1c2ccccc2C(=O)N1Cc1cc(Cl)c(O)c([N+](=O)[O-])c1
(32) CCN(c1ccccc1)S(=O)(=O)c1nnc(NC(=O)C(C)C)s1
(33) Cc1c(C(=O)N2CCCC2)c(S(=O)(=O)NCCc2ccccc2)c(C)n1C
(34) O=C(CC1(O)C(=O)Nc2ccccc21)c1ccc2c(c1)OCO2 (stereo not given)
(35) CCCc1nc2c(sc3nc4c(cc32)COC(C)(C)C4)c(=O)o1
(36) O=C(NNC(=O)c1ccccc1O)c1ccc(Cl)c(S(=O)(=O)N2CCc3ccccc32)c1
(37) COc1cc(-c2nc(S(=O)(=O)c3ccc(Cl)cc3)c(N3CCOCC3)o2)cc(OC)c1OC
(38) CN(C)CCCNCCNC(=O)/C=N\O
(39) O=C(COc1cccnc1[N+](=O)[O-])NCCc1ccc(Cl)cc1
(40) Cc1c(C(O)CN2CCN(Cc3ccc4c(c3)OCO4)CC2)c2ccccc2n1C (stereo not given)
Assay by compound | 31 | 32 | 33 | 34 | 35 | 36 | 37 | 38 | 39 | 40
iPSC survival up | 3.3 | -0.5 | 0.3 | -2.7 | 0.2 | -0.4 | 4.0 | -0.1 | -0.6 | -1.0
MITF TRPM1 inh | -4 | -7 | 4 | 7 | nt | 43 | -9 | -4 | -4 | 9
KKLEB tox | -1 | -2 | -5 | -4 | 9 | -8 | 5 | 5 | -13 | -14
NR2E3 ag-1 | -5 | 11 | -3 | 19 | 3 | -24 | 18 | -9 | -19 | 7
HIF-2a block | -1 | 7 | -10 | 0 | 12 | 7 | 1 | -10 | -4 | 12
TWEAK-Fn14 inh | 0 | -7 | -4 | 40 | -2 | 24 | -15 | 3 | -7 | -1
CF NFkB block | 13 | -4 | -19 | 1 | 12 | 2 | 0 | 1 | 18 | 11
Shn3 inh set2 | 3 | 12 | -17 | 1 | -4 | 82 | 0 | -4 | 11 | 16
NR2E3 ag-2 | 1 | 0 | 2 | 0 | -4 | 0 | 0 | 1 | -2 | 2
Peg3 prom inh | 10 | 6 | -21 | 5 | 12 | 19 | 14 | 0 | -3 | 5
aDG glyco act | -0.1 | 0.1 | 0.0 | 0.8 | 0.0 | 3.5 | -0.4 | 0.1 | -0.1 | 0.1

Given tab-delimited: 2 of the compounds above.
no.	SMILES	iPSC survival up	MITF TRPM1 inh	KKLEB tox	NR2E3 ag-1	HIF-2a block	TWEAK-Fn14 inh	CF NFkB block	Shn3 inh set2	NR2E3 ag-2	Peg3 prom inh	aDG glyco act
34	O=C(CC1(O)C(=O)Nc2ccccc21)c1ccc2c(c1)OCO2 (stereo not given)	-2.7	7	-4	19	0	40	1	1	0	5	0.8
35	CCCc1nc2c(sc3nc4c(cc32)COC(C)(C)C4)c(=O)o1	0.2	nt	9	3	12	-2	12	-4	-4	12	0.0

Screening data from PubChem BioAssay.
